Bioassay records deposited in PubChem BioAssay by several laboratories.
CHT allo act – allosteric activators of human choline transporter CHT; 310,000 tested, 0.49% active; CHT-expressing cells, membrane potential dye, choline EC20; hits give high values; LV-AA mutant CHT in HEK293 cells; B-score at 10 µM;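 active means initial fluorescence not abnormally high and integrated response B-score, plate-corrected, over 3 SD above library mean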
Target sequence (Q9GZV3 whole entry, looked up): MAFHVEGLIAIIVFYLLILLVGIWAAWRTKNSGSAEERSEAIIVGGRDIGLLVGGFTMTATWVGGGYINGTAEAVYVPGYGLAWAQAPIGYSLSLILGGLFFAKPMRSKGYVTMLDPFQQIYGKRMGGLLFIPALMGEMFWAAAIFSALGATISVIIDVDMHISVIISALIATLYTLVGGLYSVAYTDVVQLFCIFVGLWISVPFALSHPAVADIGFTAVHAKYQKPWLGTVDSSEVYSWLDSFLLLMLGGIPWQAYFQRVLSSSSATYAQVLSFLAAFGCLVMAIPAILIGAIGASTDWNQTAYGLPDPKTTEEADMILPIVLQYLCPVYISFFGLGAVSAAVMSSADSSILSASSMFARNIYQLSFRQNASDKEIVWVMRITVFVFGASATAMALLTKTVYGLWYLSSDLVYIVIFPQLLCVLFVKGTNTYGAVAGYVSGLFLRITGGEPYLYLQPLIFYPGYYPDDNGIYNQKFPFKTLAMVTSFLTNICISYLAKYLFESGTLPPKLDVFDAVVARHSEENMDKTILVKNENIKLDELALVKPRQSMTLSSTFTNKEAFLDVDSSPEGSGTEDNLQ
OX1R antag – human HCRTR1 antagonism | inhibition, % at 5 µM | 330,000 tested, 0.43% active | O43613 | CHO/OX1R cells, Fluo-8 calcium fluorescence, orexin A | AID 434989;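 active means inhibition above its plate's threshold, mean inhibition of all tested compounds on the plate plus 3 SD, cut at about 37% in these data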;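 further: 0% = orexin A challenge wells and 100% = SB-334867-A antagonist wells; not every result past the cut was called active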
Target sequence (O43613 whole entry, looked up): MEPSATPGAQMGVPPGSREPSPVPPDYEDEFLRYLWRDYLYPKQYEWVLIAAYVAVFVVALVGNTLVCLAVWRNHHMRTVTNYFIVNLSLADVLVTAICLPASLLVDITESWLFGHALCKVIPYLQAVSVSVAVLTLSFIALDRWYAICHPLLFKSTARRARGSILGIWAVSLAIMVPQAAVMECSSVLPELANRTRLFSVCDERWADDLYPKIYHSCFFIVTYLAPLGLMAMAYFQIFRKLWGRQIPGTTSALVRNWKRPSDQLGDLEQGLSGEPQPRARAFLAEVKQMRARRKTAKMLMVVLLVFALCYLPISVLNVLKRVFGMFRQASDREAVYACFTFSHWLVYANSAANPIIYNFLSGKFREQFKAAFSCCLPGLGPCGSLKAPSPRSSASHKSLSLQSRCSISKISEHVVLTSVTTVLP
* marks the source's active call; other numbers are inactive results; i = inactive; nt = not tested or not shown. An unsorted share of the library; any-hit rate near 0.83%.

Results follow in this order: CHT allo act	OX1R antag
> COc1ccc(Cc2nnc(NC(=O)c3cccc(C)c3)s2)cc1
  i	-29
> Cc1ccc(C(=O)OCC(=O)c2ccccc2)cc1
  i	-20
> COc1cccc(CNC(=O)c2ccc(S(=O)(=O)N3CCCC3)cc2)c1
  i	-13
> CCC[C@@H](CN1CCC[C@H]1CN1C(N)=NC[C@H]1C(C)C)N1C[C@@H]([C@H](C)CC)N(CCCC2CCCC2)C1=N
  nt	-16
> Cc1ccc(S(=O)(=O)N2CCN(C(=O)COC(=O)c3ccc(Br)o3)CC2)c(C)c1
  i	-25
> CCc1ccc(-c2nc(NC(=S)NC(=O)c3cccs3)sc2C)cc1
  i	-10
> Cc1nn(-c2ccccc2)c(N)c1C(O)(C(F)(F)F)C(F)(F)F
  i	5
> COc1ccc(CCNC(=O)CSc2nc3cc(Cl)ccc3o2)cc1OC
  i	-15
> CC1CC(C)CN(C(=O)COC(=O)c2ccc3c(c2)C(=O)N(Cc2ccco2)C3=O)C1 (stereo not given)
  nt	5
> CNC(=O)/C(C#N)=C\c1ccc(CNS(=O)(=O)c2ccccc2)o1
  i	-5
> O=C(NCC1CCCO1)c1cccnc1NCc1ccc(F)cc1 (stereo not given)
  i	-7
> CCOC(=O)CCCCC(=O)c1[nH]c(=O)[nH]c1Cn1cnc2ccccc21
  i	-5
> CCS(=O)(=O)C1=NN2C(=N)/C(=C\c3ccc(OCCOc4cccc(OC)c4)c(OC)c3)C(=O)N=C2S1
  i	-22
> CC(=O)O[C@@H]1C[C@H]2C(C)(C)C(=O)C=C[C@]2(C)[C@H]2CC[C@@]3(C)[C@H](c4ccoc4)OC(=O)[C@H]4O[C@]43[C@@]21C
  i	-19
> CC(=O)N1CCN(S(=O)(=O)c2ccccc2)C1c1ccccc1 (stereo not given)
  i	-12
> O=S(=O)(c1ccc2c(c1)CCCN2)N1CCCCC1
  nt	14
> O=C1NC(Cc2ccc(O)cc2)c2nc3ccc(Br)cc3c(=O)n2-c2ccc(Cl)cc21 (stereo not given)
  nt	-2
> O=C1CN(C(=O)COC(=O)[C@@H]2CCCN2S(=O)(=O)c2ccc(Cl)cc2)c2ccccc2N1
  nt	-21
> COC(=O)C1CCN(C(=O)COC(=O)c2oc3ccc(OC)cc3c2C)CC1
  i	-1
> COc1ccc(-c2nnn(CC(=O)N(CCCN3CCOCC3)C(C(=O)NC3CCCC3)c3ccco3)n2)cc1 (stereo not given)
  i	-30

A different layout for some results above.
structure: COC(=O)C1CCN(C(=O)COC(=O)c2oc3ccc(OC)cc3c2C)CC1
  CHT allo act = i; OX1R antag = -1

structure: COc1ccc(-c2nnn(CC(=O)N(CCCN3CCOCC3)C(C(=O)NC3CCCC3)c3ccco3)n2)cc1 (stereo not given)
  CHT allo act = i; OX1R antag = -30

(cont.)
Results follow in this order: CHT allo act	OX1R antag
> Cc1ccc(NC(=O)NN2CCN(C)CC2)cc1C
  i	nt
> COc1ccc(NC2CCCN(C(=O)c3ccc4[nH]c(C)c(C)c4c3)C2)cc1OC (stereo not given)
  i	-10
> CC(O)(CS(=O)(=O)Cc1ccccc1Cl)C(=O)Nc1cccc(C(F)(F)F)c1 (stereo not given)
  i	-7
> c1cncc(-c2nnc3n2C2(CCCCC2)Cc2ccccc2-3)c1
  i	-12
> O=C(COC(=O)c1cnccn1)NC(=O)c1ccccc1
  i	-12
> CCOC(=O)N1CCN(c2nnnn2-c2ccccc2)CC1
  i	-14
> CCOc1cc(/C=C(\C#N)C(=O)Nc2ccccn2)ccc1O
  i	-14
> Cc1ccc2c(c1)C1C=CCC1C(C(=O)NCCCN1CCOCC1)N2 (stereo not given)
  i	-5
> O=C(OCC(=O)N1CCN(C(=O)COC(=O)c2ccncc2)CC1)c1ccncc1
  i	-18
> COc1ccc(CC(=O)Nc2ccc(F)c(F)c2F)cc1S(=O)(=O)N1CCOCC1
  nt	1
> COc1ccc(CC(NC(C)=O)C(=O)NC2CCN(C(=O)c3cc(OC)c(OC)c(OC)c3)CC2)cc1 (stereo not given)
  i	5
> Cc1ccsc1/C=C1\SC(N)=NC1=O
  i	-5
> Cc1c(Cl)cccc1-n1c(SCC(=O)N2CCC(C(=O)O)CC2)nnc1-c1ccncc1
  i	-13
> NC(=O)[C@@H]1CCOc2c(I)cc([N+](=O)[O-])cc2C(=O)N[C@@H](CO)C(=O)NCC(=O)N1
  i	-11
> CCOc1cc(Br)c(C=O)cc1OCC
  i	-19
> CC(NC(=O)CN1CCN(Cc2cccc(F)c2)CC1)c1ccccc1 (stereo not given)
  i	-9
> Cc1ccc(S(=O)(=O)N2CCC(C(=O)N(C)C3CCS(=O)(=O)C3)CC2)cc1 (stereo not given)
  i	-14
> COc1ccc(-n2nnc3c(=O)n(CC(=O)N4CCCc5ccccc54)cnc32)cc1
  i	-14
> N#CCc1ccc(OC(=O)Nc2ccccc2)cc1
  i	0
> CCCCCC1CC(COc2ccccc2)OC1=O (stereo not given)
  i	-17
> CCc1ccc(C(=O)NNc2ccc(Cl)cc2)cc1
  i	6
> Cc1cc(NC(=O)c2ccccc2F)on1
  i	-12
> Cc1nc2ccccc2nc1OCc1cccc([N+](=O)[O-])c1
  i	-26
> Cc1nnc(C)n1/N=C/c1ccc(C(=O)O)cc1
  i	4
> CCC(C)N(C(=O)COc1ccc(Br)cc1C=O)C1CCS(=O)(=O)C1 (stereo not given)
  i	-12
> Cc1nnc(NC(=O)CSc2nccn2C)s1
  i	-8
> Cc1cc(Nc2cccc(F)c2)nc(NCc2ccccc2)n1
  i	4
> O=C(CSc1nnnn1-c1ccccc1)Nc1nsc(-c2ccc(Cl)cc2)n1
  i	-4
> CCC1(c2ccccc2)NC(=O)N(CC(=O)Nc2ccccc2N2CCCCC2)C1=O (stereo not given)
  i	-26
> CCCC(=O)Nc1c(-c2cccs2)c(=O)c2ccccc2n1CC
  i	-9
> CC(OC(=O)c1nccnc1N)C(=O)Nc1ccc(S(=O)(=O)N2CCCC2)cc1 (stereo not given)
  i	-8
> CCN(CC)S(=O)(=O)c1ccc(N2CC(C(=O)NCc3cccnc3)CC2=O)cc1 (stereo not given)
  i	-13
> COc1ccc([N+](=O)[O-])cc1NCc1cccnc1
  i	-22
> COc1ccccc1N1CCN(CC(O)c2c(C)[nH]c3ccccc23)CC1 (stereo not given)
  i	-6
> N=C1C(c2nc3ccccc3[nH]2)=C(O)CN1NC(=O)c1c[nH]c2ccccc12
  i	-19
> Cc1cccc(C)c1OCc1cc(C(=O)NC2CCC(O)CC2)no1 (stereo not given)
  i	-2
> CC(C)N1CC=C2C(C#N)=C(N)C(C#N)(C#N)C(c3ccccc3)C2C1 (stereo not given)
  i	-10
> COC(=O)[C@H](CC(C)C)NC(=O)NCCC1=CCCCC1
  i	-11
> O=c1c(C(c2c(O)nc3n(c2=O)CCS3)c2cccc3ccccc23)c(O)nc2n1CCS2
  i	-10
> O=c1oc(-c2cccs2)nc2sc3c(c12)CCCCC3
  i	-14

Reformatted with each value named: part of the list above
CCc1ccc(C(=O)NNc2ccc(Cl)cc2)cc1
- CHT allo act: i
- OX1R antag: 6

Cc1cc(NC(=O)c2ccccc2F)on1
- CHT allo act: i
- OX1R antag: -12

Further records:
Results follow in this order: CHT allo act	OX1R antag
> O=C(C1=C[C@H](c2csc3ccccc23)C[C@H](OCc2ccc(CO)cc2)O1)N1CCOCC1
  i	-1
> Cc1ccc(NC(=O)NC(=O)CN2C(=O)NC3(CCc4ccccc43)C2=O)c(C)c1 (stereo not given)
  i	-34
> CCS(=O)(=O)Nc1c(C(=O)O)[nH]c2ccccc12
  i	-3
> COc1ccc(NCc2ccc(OC)c(Cn3ccnc3)c2)c(OC)c1
  i	-40
> Cc1ccc(C(=O)O/N=C/c2c(N3CCOCC3)n(C)c3ccccc23)cc1
  i	2
> O=c1[nH]c2ccccc2cc1CN(Cc1ccco1)S(=O)(=O)c1ccccc1
  i	-21
> CCn1ncc(Br)c1C(=O)Nc1sc2c(c1C(N)=O)CCC2
  i	-34
> O=C(Cc1ccccc1)NN1C(=O)C2C3C=CC(C4CC34)C2C1=O (stereo not given)
  i	-5
> O=C(COc1ccccc1[N+](=O)[O-])N/N=C/c1ccc(O)cc1
  i	10
> CCOc1cc(S(=O)(=O)Nc2ccccn2)ccc1F
  i	-11
> O=C(CCc1nc2ccccc2s1)OCc1ccccc1
  i	-1
> COc1ccc(S(=O)(=O)N(C(C)=O)c2ccc(OC(C)=O)c3ccccc23)cc1[N+](=O)[O-]
  i	-8
> COc1cccc(N(C(=O)Cn2nnc(-c3ccc(C)o3)n2)C(C(=O)NC(C)(C)C)c2cccs2)c1 (stereo not given)
  i	0
> CC(=O)c1cc(C#N)c(N2CCOCC2)nc1C
  i	-10
> O=C1c2ccccc2-c2ncnc3c(N4CCOCC4)cc(N4CCOCC4)c1c23
  i	-12
> O=C(Nc1ccc(OC(F)(F)F)cc1)c1ccc2nc[nH]c2c1
  i	-4
> Cn1cnnc1SCC(=O)Nc1sc2c(c1C(N)=O)CCC2
  i	-5
> CC(C)c1ccc(/C=C/C(=O)NCCCN2CCOCC2)cc1
  nt	-17
> O=C(c1ccc(Cl)c(S(=O)(=O)N2CCCCCC2)c1)N1CCCC(C(F)(F)F)C1 (stereo not given)
  i	-40
> CCCCOC(=O)Nc1nnc(SCCOc2ccc(C)cc2)s1
  i	-14
> O=C(CN1C(=O)c2ccccc2S1(=O)=O)Nc1ccc([N+](=O)[O-])cc1
  nt	-5
> CSc1ccc(CNCCCSc2ncccn2)cc1
  i	-24
> CCOc1ccccc1OCC(=O)Nc1ccc(S(=O)(=O)Nc2ncccn2)cc1
  i	-6
> CN(C)S(=O)(=O)c1cc(NC(=O)CNCCN2CCOCC2)ccc1Cl
  i	-11
> CCn1cc(C(=O)NCCC(=O)NC(C)C)c(=O)c2cc3c(cc21)OCO3
  i	2
> O=C(Cn1ncc2c([nH]c3ccccc32)c1=O)NCCc1ccccc1
  i	-11
> O=C(N/N=C/c1ccco1)c1cc(-c2cccc(Br)c2)nc2ccccc12
  i	-17
> C=CCOc1ccc(/C=N/N2C(=O)C(CC(=O)Nc3ccc(F)cc3F)SC2=NC)cc1 (stereo not given)
  i	-10
> Cc1ccc(S(=O)(=O)CCC(=O)N(C)C2CCCCC2)cc1
  i	-4
> CCOc1ccc(NS(=O)(=O)c2cc(NC(=O)C3CC3)ccc2C)cc1Br
  nt	-15
> c1ccc(-c2cc3c(N4CCCCC4)ncnc3s2)cc1
  i	-35
> O=NNc1nc2ccccc2n1Cc1ccccc1
  i	-13
> Nc1nn(-c2ccccc2Cl)cc1-c1nn[nH]n1
  i	-24
> N#C/C(=C/c1cccs1)c1nc2ccccc2[nH]1
  i	-12
> COc1cccc(NC(=O)C2c3cc(OC)c(OC)cc3C(=O)N(C)C2c2cccnc2)c1 (stereo not given)
  i	-31
> CN1C(=S)SC(C)(C)C1NO (stereo not given)
  i	-3
> Cc1ccc2c(c1)N(CC(=O)c1cccc(Cl)c1)C(=O)C(C)O2 (stereo not given)
  i	-48
> CC(NC(=O)C(C)(C)C)C(c1cccs1)N1CCOCC1 (stereo not given)
  i	5
> Cc1nn(C)c(C(=O)Nc2ccc(Cl)c([N+](=O)[O-])c2)c1Cl
  i	36
> COc1ccc(NC2CCCN(C(=O)c3csc(C)n3)C2)cc1 (stereo not given)
  i	-57

Profiles from above. Order of values: CHT allo act, OX1R antag
`CCOc1ccc(NS(=O)(=O)c2cc(NC(=O)C3CC3)ccc2C)cc1Br` across the screens: nt, -15
`Nc1nn(-c2ccccc2Cl)cc1-c1nn[nH]n1` across the screens: i, -24
`CC(NC(=O)C(C)(C)C)C(c1cccs1)N1CCOCC1` (stereo not given) across the screens: i, 5
`N#C/C(=C/c1cccs1)c1nc2ccccc2[nH]1` across the screens: i, -12
`CCn1cc(C(=O)NCCC(=O)NC(C)C)c(=O)c2cc3c(cc21)OCO3` across the screens: i, 2

Next records follow:
Results follow in this order: CHT allo act	OX1R antag
> O=C(CCn1cnc2ccccc21)N/N=C/c1ccc(O)cc1
  i	-1
> O=C(Nc1ccc(F)c(Cl)c1)C1CCN(c2ncnc3c2nc2n3CCCCC2)CC1
  i	-13
> COCCNCc1ccccc1
  i	-2
> CSc1nc(-c2ccc(Cl)cc2Cl)[nH]c(=O)c1C#N
  i	-3
> O=C(CSc1n[nH]c(=O)[nH]c1=O)Nc1ccc(SC(F)F)cc1
  nt	-18
> CC1CCCC(NCC(=O)Nc2ccc(C(N)=O)cc2)C1C (stereo not given)
  i	-2
> O=C(NCc1ccco1)C1CCCN1C(=O)Nc1ccccc1Cl (stereo not given)
  i	-18
> Cc1cc(C(=O)Nc2cccc3c2O[C@H](CN(C)CC2CC2)[C@@H](C)CN([C@H](C)CO)C3=O)n(C)n1
  nt	-8
> COC(=O)c1ccc(COC(=O)CNC(=O)CNC(=O)c2ccc(OC)cc2)cc1
  i	-17
> CN1CCN(C(=O)CCS(=O)(=O)c2cc3c(cc2Cl)NC(=O)CO3)CC1
  i	-13
> O=C(NC(=S)Nc1cccc(Cl)c1N1CCCCC1)c1ccco1
  i	-40
> COc1ccc(-c2cc(N)n(S(=O)(=O)c3ccc(F)cc3)n2)cc1OC
  i	-13
> COc1cccc(/C=N/NC(=O)C(=O)N2CCCC2)c1OC
  i	-19
> C[C@H](CO)N1C[C@H](C)[C@@H](CN(C)C(=O)Nc2ccccc2)Oc2ccc(NC(=O)NC3CCCCC3)cc2C1=O
  nt	16
